Assay outcomes (PubChem BioAssay)
Insulin prom inh – TRM-6 insulin promoter activity inhibition; inhibition, % at 2 µM; TRM-6 cells (human fetal islet line), insulin promoter-eGFP reporter, imaging; reporter expression induced with tamoxifen; AID 1273; 130,000 compounds, 0.9% hits;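 active = inhibition above the mean plus 3 SD, with well images judged a real hit on visual review, cut at about 60% in these data, passing the limit was not always enough; inconclusive = inhibition over the cutoff but images rejected on review; inactive = inhibition not above the cutoff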
SDO1 yeast rescue – restores growth of sdo1-depleted yeast; S. cerevisiae sdo1-depleted JHY4D growth rescue, OD600 30 h; hits give high values; pdr5 snq2 efflux-pump mutant strain; z-score at 10 µM; 140,000 compounds, 0.21% hits; AID 817;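 active = z-score above 3 at both the 24 hr and the 30 hr optical density reads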;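 also: z-score against mean and SD of all compound wells on the same plate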
SDO1 yeast rescue Rescue 24 h – also measured in SDO1 yeast rescue; calls as there; z-score; S. cerevisiae sdo1-depleted JHY4D growth rescue, OD600; measured here: growth rescue at 24 h;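 0 is the plate mean of compound wells and units are plate SD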
Active calls of the source: *; ? = inconclusive; . = not tested or not shown. This is a subset. The share of hits here may be higher or lower than overall.

SMILES	Insulin prom inh	SDO1 yeast rescue	SDO1 yeast rescue Rescue 24 h
O=C(CCN1C(=O)C2C3C=CC(C3)C2C1=O)NC1CCCc2ccccc21 (stereo not given)	-100	1.1	1.5
COc1ccc(/C=C2/SC(=O)NC2=O)cc1	-27	.	.
CC1CCc2sc3ncn4nc(C(=O)NCc5ccco5)nc4c3c2C1 (stereo not given)	.	-1.9	-1.3
COC(=O)CSc1n[nH]c(-c2cccnc2)n1	4	1.1	0.8
CCOC(=O)c1sc(NC(=O)CSc2nc3c(c(=O)n2-c2ccc(F)cc2)SCC3)c(C(=O)OCC)c1C	-12	-0.19	-0.34
CCOC(CNC(=O)c1ccc(N2CCc3ccccc32)c([N+](=O)[O-])c1)OCC	-6	1.6	1.7
CCOc1ccc(N2C(=O)S/C(=C\c3cccn3C)C2=O)cc1	.	0.15	1
COC(=O)c1ccc(CSc2nc(-c3ccc(OC)cc3)nc3c2c(=O)n(C)c(=O)n3C)o1	13	.	.
CC1CCCN(c2ccc(C(=O)NCc3cccs3)cn2)C1 (stereo not given)	28	-0.76	-0.67
CC1(C)CC(=O)C2=C(C1)OC(c1ccncc1)C(C#N)=C2N (stereo not given)	19	1.7	1.6
COC(=O)C1=C(C)N=C2SCCC(=O)N2C1/C=C/c1ccccc1 (stereo not given)	.	-1.4	-1.6
COc1ccc(-c2noc(-c3ccccc3-c3ccccc3)n2)cc1OC	-8	-1.2	-1.3
COc1ccc(N2CCN(C(=O)CC3NC4CCCCC4NC3=O)CC2)cc1 (stereo not given)	.	1.2	0.49
COC(=O)c1ccccc1NC(=O)CN(Cc1ccc(Cl)cc1)S(C)(=O)=O	-27	-1.1	-0.82
CCSc1nnc(NC(=O)C(CC)Oc2ccccc2)s1 (stereo not given)	-56	-0.06	0.25
Cc1nccn1CC(=O)N/N=C/c1ccc(O)c(O)c1	.	0.67	0.49
Cn1c([N+](=O)[O-])cnc1COC(N)=O	-5	-0.36	-1.9
Cc1nc2c(-c3ccc(F)cc3)c(C)nn2c(C)c1CCC(=O)N1CCN(c2ccc(F)cc2)CC1	.	-1.2	-0.75
CCc1ccc(N(CC(=O)O)S(=O)(=O)c2c(C)noc2C)cc1	-50	0.77	0.37
NC(=O)Cc1nc(-c2ccc([N+](=O)[O-])cc2)cs1	?	.	.
Cc1ccc2[nH]c(C(=O)O)c(NC(=O)CN3CCN(c4cccc(C)c4C)CC3)c2c1	14	-0.21	-0.47
CCc1nccn1S(=O)(=O)c1ccc(Br)cc1Br	.	-0.83	-0.71
CCOCCCn1c(=S)[nH]c2cc3c(cc2c1=O)OCO3	-12	0.1	-0.25
COCCn1c(SCCN2CCCCC2)nc2ccccc2c1=O	.	0.32	0.41
Cc1oc(-c2ccccc2)nc1Cn1cccc1C1=NC(c2ccccc2)CO1 (stereo not given)	-62	-0.26	-0.42
COc1ccc2[nH]c3c(NCCN(C(C)C)C(C)C)ncnc3c2c1	0	0.57	-0.12
O=C(Nc1cccc(C(F)(F)F)c1)NC1CCCCC1	-36	-1.3	-1.1
CC(=O)c1cccc(N(CC(=O)NCC2CCCO2)C(=O)CCC(=O)Nc2cc(C)on2)c1 (stereo not given)	43	0.35	-0.08
COc1ccc(/C=N/NS(=O)(=O)c2ccc(C)cc2)cc1OC(=O)c1ccccc1	-27	-0.7	-0.66
Cc1ccc(CN2CCN(Cc3ccc(-n4cccn4)cc3)CC2CCO)cc1 (stereo not given)	17	.	.
O=C(COc1ccc2ccccc2c1)N/N=C/C1CC=CCC1 (stereo not given)	15	1.4	0.07
COc1ccc([N+](=O)[O-])cc1NC(=O)c1ccc(N(Cc2ccccc2Cl)S(C)(=O)=O)cc1	-15	0.21	0.89
COc1cc(-c2nc(N)n[nH]2)cc(OC)c1OC	16	-0.01	-0.76
Cn1cccc1/C=N\NC(=O)Cc1ccc(Br)c2ccccc12	-5	.	.
CCc1nc2oc3cc(OC)ccc3c(=O)c2c(=O)n1-c1ccccc1	0	0.56	0.81
Cc1ccc(NC(=O)N2CCCC2C(=O)NCc2cccs2)cc1 (stereo not given)	22	0.65	-0.1
CC1=Nn2c(nc3sc4c(c3c2=O)CCCC4)SC1	-19	0.83	0.18
CC(C)N(Cc1nc(-c2ccc(Cl)cc2)no1)C(=O)CCC1CCCC1	.	-0.22	-0.61
CCOC(=O)c1cnn(-c2nc(-c3ccccc3)cs2)c1C(F)(F)F	-19	-0.32	-0.37
O=C(Cn1c(=O)sc2ccccc21)NCc1ccccn1	.	0.05	-0.52
CC1CCN(S(=O)(=O)c2ccc3c(c2)C(=NO)c2cc(S(=O)(=O)N4CCC(C)CC4)ccc2-3)CC1	-5	-0.57	0.54
CCOC(=O)c1oc2ccccc2c1NC(=O)c1ccc(S(=O)(=O)N2CCCC2)cc1	19	-0.96	-1.8
CC1CCN(CCCCOc2ccccc2Br)CC1	-59	-1.1	-0.46
O=C(CCNS(=O)(=O)c1cccc2nonc12)NC1CCCc2ccccc21 (stereo not given)	-28	-0.6	-0.69
COCCNC(=S)N/N=C/c1ccc(N2CCOCC2)cc1	-20	-0.46	-1.2
CCC(Sc1ccc2nnc(-c3ccc(F)cc3)n2n1)C(=O)O (stereo not given)	.	0.58	-0.39
O=C(CCn1c(=O)[nH]c2ccccc2c1=O)N1CC=C(c2ccccc2)CC1	0	.	.
O=C(CN1CCCc2ccccc21)NC(=O)NC1CCCCC1	-53	.	.
CSc1ccccc1OC1CCN(Cc2ccccc2)CC1	-22	-0.47	-0.96
CN(C)c1nc(-c2ccccn2)nnc1-c1ccccc1	-4	-0.93	0.18
COC(=O)CSc1cc([N+](=O)[O-])ccc1NC(=O)OC	14	.	.
C=CCn1c(COc2ccc(F)cc2)nnc1SCC(=O)N1CC(=O)Nc2ccccc21	-15	0.98	0.03
CCC(O)C1CCN(C(=O)c2cc(COc3ccc4ncccc4c3)on2)CC1 (stereo not given)	0	.	.
CCNC(=O)CSc1ncnc2sccc12	-79	-0.74	-0.31
C=CCc1cc(C)ccc1OCCOCCC(C(=O)OCC)C(=O)OCC	-31	-0.28	-0.18
O=C1COc2ccc(C(=O)NCc3ccco3)cc2N1	69	0.35	0.29
O=C(CCN1C(=O)C2C3C=CC(C3)C2C1=O)NCc1cccnc1 (stereo not given)	-100	0.94	0.43
COc1cccc(CNC(=O)CSc2ccc(-c3ccncc3)nn2)c1	0	.	.
Cc1cccc2sc(N(CCCN(C)C)C(=O)c3nc4ccccc4s3)nc12	4	-0.49	-0.32
O=C(O)c1ccccc1C(=O)N1CCN(C(=O)c2ccccc2Cl)CC1	-7	.	.

(cont.)
SMILES	Insulin prom inh	SDO1 yeast rescue	SDO1 yeast rescue Rescue 24 h
Cc1ccc2cc(CN(CC3CCCO3)C(=O)Nc3ccccc3F)c3nnnn3c2c1 (stereo not given)	-20	.	.
COC(=O)C1CCN(C(=O)/C=C/c2ccccc2)CC1	-8	0.4	-0.56
Cc1ccccc1/C=N/Nc1ccnc2cc(Cl)ccc12	80*	-1.9	-1.3
CC(=O)N1CCC(N(C(=O)Nc2ccc(C)c(C)c2)C2CCCC2)CC1	11	-1.2	-0.57
O=C(Nc1cnc2ccccc2c1)c1ccco1	-55	0.19	2.2
CC(C)(C)Nc1nc(Cl)nc(NC(C)(C)C)n1	-7	-0.34	-0.49
COc1ccccc1NC(=O)C(=O)NNC(=O)c1ccco1	-46	1.3	0.43
Cc1ccc(-c2nnc(N3CCN(S(C)(=O)=O)CC3)c3ccccc23)cc1	53	-0.53	-0.57
Cc1cc(C(=O)COC(=O)CN(C)S(=O)(=O)c2ccc(Cl)cc2)c(C)n1CC1CCCO1 (stereo not given)	-29	-0.27	-0.19
Cc1cc(=O)oc2c(C)c(OCC(=O)N(C)C)ccc12	-58	1.1	1
CCCCOc1ccc(S(=O)(=O)NC(=O)NCc2ccc(OCCC)cc2)cc1	66	0.58	0.66
Cc1ccc(/C=N\NC(=O)CCc2n[nH]c(=O)[nH]c2=O)o1	24	.	.
CCN1CCc2c(sc3c2c(NCc2ccco2)nc2nnnn23)C1	.	-0.65	-0.95
COc1cccc(CNc2nc3nc4c(c(=O)n3[nH]2)CCC4)c1	-23	1.9	0.87
COCc1cc(=O)[nH]c2cc(NC(=O)C(C)(C)CCl)c(C)cc12	-87	0.19	-0.58
Fc1ccccc1NC(=S)N1CCCCC1	-42	0.49	0.28
O=C1/C(=C/c2ccc(F)c(F)c2)CSc2sccc21	7	-1.8	-1.7
CCOc1cc2c3c(c1)C(C)CC(C)(C)N3C(=O)C2=O (stereo not given)	3	-0.46	-0.87
Cc1noc(C)c1S(=O)(=O)N1CCC(C(=O)N2CCN(c3ccccc3Cl)CC2)CC1	21	0.35	0.57
Cc1[nH]nc2c1C1(CCN(C(=O)OCc3ccccc3)CC1)C(C#N)=C(N)O2	-42	1.4	2.1
CCN(CC)c1ccc(C(=O)OCC(=O)c2ccco2)cc1	.	0.36	0.35
CNc1cc(CSC)nc(SCc2ccc(Cl)cc2Cl)n1	3	-1.6	0.29
CCn1c(C)nc2cc(C(=O)NNS(=O)(=O)c3ccccc3F)ccc21	12	0.26	-0.49
COc1ccc2nc(SCC(=O)Nc3cc(C)on3)[nH]c2c1	-6	-0.4	-2.4
Cc1ccc(C)c(-n2c(SCC(=O)N3CCC(C(=O)O)CC3)nnc2-c2cccc(Cl)c2)c1	29	.	.
CCN(CC)CCCNc1nc2cc(OC)c(OC)cc2c2nc(-c3ccccc3)nn12	-38	0.32	-0.62
NC(=O)COc1ccc(NC(=O)OCc2ccccc2)cc1	0	0.43	0.05
Cc1ccccc1NC(=O)C1CCN(c2cc(-c3ccccc3)nc3ncnn23)CC1	33	-0.34	-1.2
CCOC(=O)c1sc2c(c1C)c(=O)c(C(=O)OCC)cn2CC	.	1.2	0.54
COc1cc2c(cc1OC)C(C)N(C(=O)c1cc3n(n1)C(C(F)(F)F)CC(c1ccco1)N3)CC2 (stereo not given)	-25	-0.95	-2.2
Cc1ccccc1N1C(=O)C2ON(c3ccccc3)C(c3ccncc3)C2C1=O (stereo not given)	.	0.17	-0.46
Cc1nc2cc(-c3ccccc3)nn2c(C)c1CCC(=O)NC(C)c1ccc2c(c1)OCCO2 (stereo not given)	0	-0.86	-1.3
O=C(NCc1ccco1)c1cccc(S(=O)(=O)N2CCc3ccccc32)c1	.	-0.84	-0.54
CN(C)S(=O)(=O)c1cc(NC(=O)COC(=O)c2ccc3c(c2)OCO3)ccc1Cl	.	0.88	0.89
CCN(CC)S(=O)(=O)c1ccc2[nH]cc(C(=O)NCCCN3CCCCC3)c(=O)c2c1	7	0.65	0.25
COc1cccc(C(=O)N(c2ccccc2)C2C=CS(=O)(=O)C2)c1 (stereo not given)	33	.	.
Nc1nnc(CCS(=O)(=O)c2cc(Cl)ccc2Cl)s1	.	1.5	4
O=C1O/C(=C/c2ccccc2)c2ccccc21	.	-0.63	-0.66
CCOc1ccc2nc(NCCNC(=O)Nc3cccc(C)c3)c(C#N)cc2c1	-109	0.36	2.1
CCNc1ncnc2c1cnn2C	17	.	.
Cc1ccc(/C=C2/C(=O)N=C(N)N2C)s1	-158	0.79	0
O=C(COc1ccccc1)Nc1cc(C(F)(F)F)ccc1N1CCCC1	-77	-1.1	-1.5
CCSc1nc2c(c(=O)n1-c1ccc(F)cc1)SCC2	43	-0.02	0.64
COc1ccccc1NS(=O)(=O)c1cccc(C(=O)N/N=C2\CC(=O)CC(C)(C)C2)c1	-10	1.6	2.3
O=C(Cc1c(F)cccc1Cl)Nc1ccccc1N1CCCCC1	21	.	.
COc1cc(N(C(=O)Cc2cccs2)C(C(=O)NC2CCCCC2)c2ccc(C)cc2)ccc1-n1cnnn1 (stereo not given)	-18	-0.82	-0.42
O=C(CN1CCOCC1)Nc1nc2ccc(Br)cc2s1	21	-0.02	-0.79
Cc1csc(SCC(=O)N(C)c2c(N)n(Cc3ccccc3)c(=O)[nH]c2=O)n1	-36	.	.

Grouped by structure, those above with a Cl atom.
SMILES	Insulin prom inh	SDO1 yeast rescue	SDO1 yeast rescue Rescue 24 h
COC(=O)c1ccccc1NC(=O)CN(Cc1ccc(Cl)cc1)S(C)(=O)=O	-27	-1.1	-0.82
COc1ccc([N+](=O)[O-])cc1NC(=O)c1ccc(N(Cc2ccccc2Cl)S(C)(=O)=O)cc1	-15	0.21	0.89
CC(C)N(Cc1nc(-c2ccc(Cl)cc2)no1)C(=O)CCC1CCCC1	.	-0.22	-0.61
O=C(O)c1ccccc1C(=O)N1CCN(C(=O)c2ccccc2Cl)CC1	-7	.	.
Cc1ccccc1/C=N/Nc1ccnc2cc(Cl)ccc12	80*	-1.9	-1.3
CC(C)(C)Nc1nc(Cl)nc(NC(C)(C)C)n1	-7	-0.34	-0.49
Cc1cc(C(=O)COC(=O)CN(C)S(=O)(=O)c2ccc(Cl)cc2)c(C)n1CC1CCCO1 (stereo not given)	-29	-0.27	-0.19
COCc1cc(=O)[nH]c2cc(NC(=O)C(C)(C)CCl)c(C)cc12	-87	0.19	-0.58
Cc1noc(C)c1S(=O)(=O)N1CCC(C(=O)N2CCN(c3ccccc3Cl)CC2)CC1	21	0.35	0.57
CNc1cc(CSC)nc(SCc2ccc(Cl)cc2Cl)n1	3	-1.6	0.29
Cc1ccc(C)c(-n2c(SCC(=O)N3CCC(C(=O)O)CC3)nnc2-c2cccc(Cl)c2)c1	29	.	.
CN(C)S(=O)(=O)c1cc(NC(=O)COC(=O)c2ccc3c(c2)OCO3)ccc1Cl	.	0.88	0.89
Nc1nnc(CCS(=O)(=O)c2cc(Cl)ccc2Cl)s1	.	1.5	4
O=C(Cc1c(F)cccc1Cl)Nc1ccccc1N1CCCCC1	21	.	.
